# Source: PubChem (National Center for Advancing Translational Sciences (NCATS))
# D1 antagonist = blocks dopamine activation of the human D1 receptor. P21728. actives 3.2% (n = 360,000). AID 504652. activity change, negative = inhibition, % at 10 µM. HEK293 TREx D1 cells, calcium flux, dopamine EC80; stronger effect = lower value; in the data active = activity change below about -30%; note: % is set by controls: 0 for no effect and ±100 for the full control effect
# Target sequence (P21728 whole entry, looked up): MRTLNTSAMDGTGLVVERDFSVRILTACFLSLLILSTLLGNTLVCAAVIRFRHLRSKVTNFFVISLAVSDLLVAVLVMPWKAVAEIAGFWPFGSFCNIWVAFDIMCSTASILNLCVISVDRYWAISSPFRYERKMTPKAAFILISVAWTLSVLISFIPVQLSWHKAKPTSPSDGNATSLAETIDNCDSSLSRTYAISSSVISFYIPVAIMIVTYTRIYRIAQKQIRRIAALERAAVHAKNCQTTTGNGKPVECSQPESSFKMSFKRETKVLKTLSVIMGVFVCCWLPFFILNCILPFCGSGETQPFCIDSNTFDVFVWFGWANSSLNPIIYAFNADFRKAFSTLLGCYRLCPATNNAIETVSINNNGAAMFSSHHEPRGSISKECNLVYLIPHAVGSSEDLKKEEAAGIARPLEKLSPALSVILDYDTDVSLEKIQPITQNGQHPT
#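 Inducible Hek293 Trex D1 cells (tetracycline, overnight, 30 C). Calcium dye 30–90 min RT. Antagonist mode: EC80 dopamine added after 180 s compound read.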
# GRP78 ERSR act = ER stress response induction in glioma. U87-MG GRP78 promoter luciferase reporter, 16 h. Potency, µM, inactives show top-dose activation, most hits filed as activators. actives 0.02% (n = 420,000); note: potency is the fitted concentration of half-maximal effect; series mostly up to about 76 µM; % of control where 0% means no effect; nearly all actives have a fitted effect of over 35% in size
#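 Stably transfected U87-MG human glioma cells carrying a GRP78-based luminescent sensor were seeded at 1000 cells/well, pin-dosed with compounds and incubated 16 h. Luciferase reagent was then added, and end-point luminescence was read after 10 min at room temperature.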
# Vif-A3G inh = blocks the Vif interaction with human APOBEC3G; Q9HC16; HeLa A3G-eYFP + Vif (tagged APOBEC3G with the HIV-1 protein that degrades it), YFP fluorescence, overnight; Potency, µM (series often up to 46.1 µM), for the others: at the top dose activity, negative = active, usual class: inhibitors; actives 0.076% (n = 410,000); AID 602310;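 note: potency is the fitted concentration of half-maximal effect; % is set by controls: 0 for no effect and ±100 for the full control effect; nearly all actives have a fitted effect of over 60% in size; hits raise eYFP signal because A3G escapes Vif-driven loss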
# Target sequence (Q9HC16 whole entry, looked up): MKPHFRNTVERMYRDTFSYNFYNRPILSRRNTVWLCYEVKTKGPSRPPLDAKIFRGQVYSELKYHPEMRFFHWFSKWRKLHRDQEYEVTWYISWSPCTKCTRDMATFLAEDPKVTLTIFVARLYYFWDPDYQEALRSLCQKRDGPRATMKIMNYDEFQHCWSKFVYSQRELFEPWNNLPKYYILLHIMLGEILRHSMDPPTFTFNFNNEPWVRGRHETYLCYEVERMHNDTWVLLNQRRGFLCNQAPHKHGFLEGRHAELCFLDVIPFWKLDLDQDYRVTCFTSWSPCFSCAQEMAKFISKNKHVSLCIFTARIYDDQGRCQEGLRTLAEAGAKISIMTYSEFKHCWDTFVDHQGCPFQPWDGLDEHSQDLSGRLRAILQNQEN
#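 Read-out is eYFP fluorescence (Ex 488/Em 500-530) from Vif-expressing HeLa A3G-eYFP cells; more signal means A3G escaped Vif-mediated degradation. Cells plated overnight, compound pinned in, incubated overnight at 37 deg C.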
# Vif-APOBEC3F blk = blocks the Vif interaction with APOBEC3F; HeLa A3F-eYFP + Vif (tagged APOBEC3F with the HIV-1 protein that degrades it), YFP fluorescence increase; Potency, µM (series often up to 46.1 µM), inactives show top-dose activity, negative = active; actives 0.2% (n = 390,000); AID 602313; note: potency is the fitted concentration of half-maximal effect; % of control where 0% means no effect; nearly all actives have a fitted effect of over 65% in size
#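 HeLa cells stably expressing Vif plus C-terminally eYFP-tagged A3F were seeded, incubated overnight at 37 deg C, dosed with compound, incubated overnight again at 37 deg C. Yellow fluorescence (Ex 488/Em 500-530) reported blocked Vif-mediated A3F-eYFP degradation.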
# D2 potentiator = positive allosteric modulators of human D2 dopamine receptor; P14416; potentiation, % at 10 µM; HEK293 T-REx D2, calcium flux, EC20 dopamine potentiation; actives 0.34% (n = 340,000); AID 485347;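 active = potentiation over 3 SD above the plate norm, cut at about 30% in these data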; note: 0% is about no effect
#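 Using a no-wash calcium dye in inducible, force-coupled HEK293 Trex cells expressing D2, we tracked fluorescence each second for 180 s after compound, then for 180 s after EC20 dopamine to detect augmented signalling.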
# RXFP1 antagonist = antagonists of human relaxin receptor RXFP1. actives 0.59% (n = 350,000). Q9HBX9. activity change, negative = inhibition, % at 57.5 µM. HEK293-RXFP1, relaxin-stimulated cAMP HTRF, 30 min; stronger effect = lower value;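 active = activity change of -60% or lower, but not beyond a set lower limit; inconclusive = change between -60% and -40%, or beyond the set limit; inactive = change above -40%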; note: % is set by controls: 0 for no effect and ±100 for the full control effect
# D1 agonist = activates the human D1 dopamine receptor; HEK293 T-REx D1 cells, calcium flux, agonist mode; activation, % at 2 µM; actives 1% (n = 360,000); P21728; AID 504660; in the data active = activation above about 30%; note: 0% is about no effect
#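 Tetracycline-induced HEK293 TREx D1 cells, force-coupled to calcium signalling, were dye-loaded with a no-wash calcium kit. Compound was pin-added after a 10 s baseline. Fluorescence was read kinetically at 1 cycle/s for 180 s, with calcium rises flagged as agonism.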
# D1 PAM = enhances dopamine response at the human D1 receptor; P21728; HEK293 TREx D1 cells, calcium flux, dopamine EC20 potentiation; potentiation, % at 10 µM; actives 0.036% (n = 360,000); in the data active = potentiation above about 30%; note: 0% is about no effect
# RXFP1 ag = agonists of human relaxin receptor RXFP1; actives 0.3% (n = 370,000); HEK293T-RXFP1 cAMP TR-FRET, 30 min; response scale: percent of porcine relaxin response, buffer zero; Q9HBX9; Potency, µM (titrated, usually from 57.5 µM), without a hit: at the highest dose activation, most hits filed as activators; note: potency is the fitted concentration of half-maximal effect; % is set by controls: 0 for no effect and ±100 for the full control effect; nearly all actives have a fitted effect of over 60% in size; many of its hits are not listed in these tables
#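 HEK293 cells stably expressing RXFP1, treated 30 min at 37C with compounds plus PDE4 inhibitor Ro 20174; cAMP measured by HTRF TR-FRET. Normalized to buffer and 29 nM porcine relaxin; EC50 by Hill fit.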
# * marks the source's active call; other numbers are inactive results; ? = inconclusive; / = not tested or not shown; & = joins results of further samples. Unless noted, calls come from the whole dose curve; as a rule, active = well fitted curve in the direction sought with a large enough effect; inconclusive = small, poorly fitted or top-dose-only effect, or another doubt; inactive = no such curve, though single readings can be large; an effect the other way counts as inactive or inconclusive.
# The opening six records as a preview:
# Results follow in this order: D1 antagonist, GRP78 ERSR act, Vif-A3G inh, Vif-APOBEC3F blk, D2 potentiator, RXFP1 antagonist, D1 agonist, D1 PAM, RXFP1 ag
COC(=O)c1cn(CC(=O)Nc2ccccc2C)c2ccccc12
    6, -2%, 1%, 4%, 1, -2, 5, 1, 4.7%
O=C(O)CCCC(=O)Nc1cccc([N+](=O)[O-])c1
    -9, -5%, 0%, -4%, 38*, -5, 3, 0, -1.4%
O=C(Cn1cc(SCc2ccccc2Cl)c2ccccc21)N1CCCCCC1
    -13, -1%, 8%, 4%, -1, -37, 8, -3, -1.7%
Cc1nc2ncnn2c(N2CCC(C(=O)NCC3CCCO3)CC2)c1Cc1ccccc1 (stereo not given)
    /, 4%, -1%, -13%, /, 5, /, /, /
CCOc1cc(-c2cc(C(=O)O)c3c(-c4ccccc4)[nH]nc3n2)ccc1O
    4, 7%, 3%, -6%, -1, -4, -1, 0, 2.7%
COc1ccc(-c2n[nH]c(=S)n2Cc2ccccc2)cc1OC
    4, 1%, -5%, -11%, 14, -16, 0, 3, 4.3%

# All compounds of this part, previewed entries included:
# Results follow in this order: D1 antagonist, GRP78 ERSR act, Vif-A3G inh, Vif-APOBEC3F blk, D2 potentiator, RXFP1 antagonist, D1 agonist, D1 PAM, RXFP1 ag
COC(=O)c1cn(CC(=O)Nc2ccccc2C)c2ccccc12
    6, -2%, 1%, 4%, 1, -2, 5, 1, 4.7%
O=C(O)CCCC(=O)Nc1cccc([N+](=O)[O-])c1
    -9, -5%, 0%, -4%, 38*, -5, 3, 0, -1.4%
O=C(Cn1cc(SCc2ccccc2Cl)c2ccccc21)N1CCCCCC1
    -13, -1%, 8%, 4%, -1, -37, 8, -3, -1.7%
Cc1nc2ncnn2c(N2CCC(C(=O)NCC3CCCO3)CC2)c1Cc1ccccc1 (stereo not given)
    /, 4%, -1%, -13%, /, 5, /, /, /
CCOc1cc(-c2cc(C(=O)O)c3c(-c4ccccc4)[nH]nc3n2)ccc1O
    4, 7%, 3%, -6%, -1, -4, -1, 0, 2.7%
COc1ccc(-c2n[nH]c(=S)n2Cc2ccccc2)cc1OC
    4, 1%, -5%, -11%, 14, -16, 0, 3, 4.3%
CCOC(=O)N1CCC(=NNc2ccc(S(N)(=O)=O)cc2[N+](=O)[O-])CC1
    -21, -1%, 2%, 2%, -3, 3, 11, -5, -1.2%
COC(CNC(=O)CSCc1nc(-c2ccc(SC)cc2)oc1C)OC
    -2, 2%, 0%, 3%, /, -8, 2, -1, 14%
NNC1=N[C@H]2CS(=O)(=O)C[C@H]2S1
    -8, 0%, 3%, -11%, 7, -8, 1, -11, 1.1%
CC(C)C(=O)Nc1ccc(-c2csc(-c3ccccc3)n2)cc1
    -38*, 1%, 2%, -2%, 13, -13, 1, -3, 1.6%
CC(=O)OCCCN(C)CC/C=C1/c2ccccc2CSc2ccccc21
    /, 0%, 0%, 2%, /, -24, /, /, /
O=C(COC(=O)c1ccccn1)NCCc1ccc(Cl)cc1
    /, -3%, 3%, 1%, /, 14, /, /, /
CCOc1ccc(NC(=O)CCS(=O)(=O)c2ccc(Br)cc2)cc1
    -9&-3, 1%&0%, -2%&-1%, -7%&-1%, 10&4, -2&-13, 0&4, -5&-2, -0.6%&-4.5%
C=C(C)c1ccc(C(C)(C)NC(=O)N(Cc2ccccc2)Cc2ccco2)cc1
    1, -6%, -4%, -2%, -4, 3, 16, -10, -0.8%
COc1ccc(S(=O)(=O)NCCCn2ccnc2)cc1Cl
    1, -1%, -11%, -1%, -2, 3, 9, -4, -0.3%
CNC(=O)c1c(C)nc(SCC(=O)NCc2ccc(OC)cc2)c(C#N)c1-c1ccco1
    -18, 0%, -4%, -6%, 0, -5, 3, -5, 3.6%
COc1ccccc1NC(=O)c1ccccc1NC(=O)c1ccccc1
    0, -2%, -6%, -1%, -3, -13, 0, 0, 0.9%
COc1ccccc1CNC(=O)CCn1cnc2ccccc2c1=O
    -5, 1%, -1%, -13%, -5, -5, 1, -1, 2.6%
COc1ccc(NC(=O)Cn2nnc(C(=O)NCc3ccccc3OC)c2N)cc1Cl
    -7, -3%, -1%, -6%, -6, -4, 1, -4, 2.8%
c1ccc(-c2nnsc2Sc2ccccn2)cc1
    -9, 5%, -10%, -5%, 8, -27, 3, -5, -0.8%
NC(N)=NS(=O)(=O)c1ccc(NC(=S)Nc2ccc(F)cc2)cc1
    -13, -5%, 2%, -5%, -1, 7, 6, -3, 4.9%
COc1cccc(-c2nn(-c3ccccc3)cc2C(=O)NCC(=O)O)c1
    5, -6%, 1%, -6%, 9, 1, 0, 0, -1.2%
Cc1nn(C)c(C)c1CN(C)S(=O)(=O)c1ccc2ccccc2c1
    -22, -2%, 2%, 0%, 1, -2, 10, -5, 0.6%
O=C1C2C3C=CC(CC3)C2C(=O)N1/N=C/c1c(O)ccc2ccccc12 (stereo not given)
    -1, 0%, 0%, 0%, 1, 1, 1, -1, -0.8%
O=C(CN1CCN(Cc2ccc(Cl)cc2)CC1)N/N=C/c1c[nH]c2ccccc12
    1, -2%, 2%, -7%, -10, 0, 4, -13, 2.8%
COc1cc(NC(=O)c2ccc(Br)cc2)ccc1NC(=O)c1cc2ccccc2o1
    3, -3%, 2%, -27%, -6, 5, 7, -4, -0.5%
Cc1nnc(SCC(=O)NC(=O)Nc2ccc3c(c2)OCCO3)n1N
    5, 2%, -4%, 2%, 3, 3, 1, 1, -4.0%
O=C(Cc1ccccc1)Nc1ccccc1C(=O)Nc1ccc(C(=O)O)cc1
    6, -2%, 0%, 11%, -1, -7, 5, -12, 0.1%
CCC(=O)N1CCc2cc(S(=O)(=O)CCC(=O)N3CCN(c4cc(C)ccc4C)CC3)ccc21
    1, -1%, 0%, -11%, -1, /, 0, 1, 5.4%
COc1ccc(-c2[nH]c(-c3ccc(C)cc3)nc2SCC(=O)NCC2CCCO2)cc1 (stereo not given)
    -3, -1%, 2%, 4%, -21, ?, 2, 2, 0.4%
O=C(CN1C(=O)CSC1=O)Nc1ccc(F)c(F)c1F
    -13, -5%, 0%, -3%, -7, 2, 2, 1, 1.9%
COc1ccc(/C=C/C(=O)c2c(C)cc(C)[nH]c2=O)c2ccccc12
    23, 5%, -11%, 3%, 5, 17, -2, -2, -0.4%
CC(C)C(=O)Nc1ccc2c(c1)nc(CCN1CCCCC1)n2C
    -8, -4%, 5%, 2%, -4, 4, 1, -2, 0.7%
CCN(CC)C(=O)CSc1nnc([C@H](CCSC)NC(=O)OC(C)(C)C)o1
    -2, 0%, 0%, -2%, 6, 0, 2, -4, 1.0%
COc1ccc(NC(=O)c2cn(CCC#N)nc2-c2cc3ccccc3o2)cc1
    12, -7%, -6%, -15%, -4, -8, 3, -4, 0.5%
COC(=O)CSc1nnc(NC(=O)C2CC(=O)N(c3ccc(F)cc3)C2)s1 (stereo not given)
    -18, 20%, 3%, -6%, -5, -26, 2, 6, 0.6%
COc1ccc(N=CC2=C(O)c3ccccc3C2=O)c(OC)c1
    -1, -15%, 1%, 0%, -3, -7, 3, -2, 0.7%
COc1ccc(-c2cc(C(=O)NCC(c3ccccc3)N(C)C)c3ccccc3n2)cc1OC (stereo not given)
    2, 1%, 0%, 3%, -16, 4, 2, 1, 4.3%
O=C(NCCOc1ccccc1)c1cc2ccccc2o1
    5, -5%, 2%, 8%, -4, -2, 1, -5, 1.9%
COc1ccccc1NC(=O)c1oc2ccc(C)cc2c1C
    0, 4%, -12%, 2%, -4, -3, 5, 4, 4.2%
COc1ccc(CCNC(=O)CC2SC(N)=NC2=O)cc1OC (stereo not given)
    20, 4%, -1%, 2%, 2, -1, 0, 3, 0.0%
COc1ccc(-n2nc(C(=O)N3CCCCC3)c3ccccc3c2=O)cc1
    31, -2%, -5%, -5%, 3, 4, 1, -2, 0.5%
CCCCNC(=O)c1onc(CSc2ccncc2)c1C(=O)NCCCC
    -6, -1%, 0%, 0%, 14, /, 2, -2, 1.6%
CC(=O)c1ccc(NC(=O)COC(=O)CCN2C(=O)c3cccc([N+](=O)[O-])c3C2=O)cc1
    -26, -2%, -10%, -4%, -2, -2, 1, 3, 0.6%
COc1ccc(CC(CN)c2ccccc2)cc1 (stereo not given)
    -7, -3%, 0%, -1%, 0, -6, 2, -3, -0.8%
O=C(OCn1nnc2ccccc2c1=O)C1COc2ccccc2O1 (stereo not given)
    -5, -3%, 0%, -1%, -4, 7, 3, 1, 1.0%
Cc1ccc(N/C=C/C(=O)c2ccccc2)cc1Br
    7, -2%, 0%, -14%, 10, -5, 2, -6, 2.3%
CC(=O)NCc1ccc(S(=O)(=O)NC2CCN(Cc3ccccc3)CC2)cc1
    33, -1%, -7%, 1%, -1, -5, 2, -4, 5.4%
CCOC(=O)c1c(N)c(C#N)c2n1CCCCC2
    -25, -2%, -5%, 0%, 11, 10, -1, -3, 0.2%
CC1CCCCC1NC(=O)CSc1nnc(CNC(=O)c2ccccc2)n1C (stereo not given)
    1, -1%, 1%, 7%, 1, -1, 0, -2, 0.2%
O=C(O)/C(=C\c1cccc(C(F)(F)F)c1)c1ccc(S(=O)(=O)N2CCCC2)s1
    -16, -2%, 0%, 0%, 9, 3, 7, -3, 2.3%
N/C(Cc1nc(-c2ccc(F)cc2)cs1)=N\O
    -7, 3%, 1%, 8%, 11, -7, 0, 11, 1.8%
Cn1c(=O)oc2cc(S(=O)(=O)CCC(=O)NCCc3ccccc3)ccc21
    40&8, 5%&-1%, -3%&0%, 1%&-3%, 11&-10, 28&0, 5&0, 4&-9, 3.7%&0.7%

# An excerpt. The share of hits here may be higher or lower than overall.
